# OXTR agonist: human OXTR agonists, primary screen, fluorescence, CHO-OTR cells, Fluo-8 calcium; Oxytocin receptor (Homo sapiens), P30559; activation, % at 3 µM; Fluo-8 calcium fluorescence; normalized: DMSO 0%, oxytocin 100%; actives 0.32% (n = 320,000);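 active means activation above the mean of all tested compounds plus 3 SD, cutoff set per screening run, cut at about 20% in these data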;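 further: peak over basal fluorescence ratio from a 100 s FLIPR kinetic read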
# Target sequence (P30559 whole entry, looked up): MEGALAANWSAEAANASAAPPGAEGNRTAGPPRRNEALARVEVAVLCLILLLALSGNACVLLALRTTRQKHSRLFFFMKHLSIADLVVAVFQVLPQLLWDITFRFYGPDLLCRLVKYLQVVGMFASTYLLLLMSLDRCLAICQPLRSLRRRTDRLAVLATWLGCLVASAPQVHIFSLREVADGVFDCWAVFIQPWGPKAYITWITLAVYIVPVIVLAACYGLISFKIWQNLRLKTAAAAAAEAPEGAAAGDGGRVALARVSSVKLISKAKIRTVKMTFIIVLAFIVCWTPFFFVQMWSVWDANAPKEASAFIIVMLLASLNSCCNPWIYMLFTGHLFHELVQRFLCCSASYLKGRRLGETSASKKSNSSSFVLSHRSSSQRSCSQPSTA
# CHO parental Ca: ATP-evoked calcium signal inhibitors, parental CHO, primary screen, counter-screen for OX1R antagonist project, cell-based, fluorescence, Fluo-8 calcium dye; parental CHO-K1, ATP-induced calcium, Fluo-8 fluorescence; inhibition, % at 5.6 µM; actives 0.63% (n = 330,000); AID 463079, 2010;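 active means inhibition above that plate's mean sample inhibition plus 3 SD, cut at about 26% in these data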;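 further: 0% = ATP-challenged DMSO wells and 100% = DMSO wells without ATP; some compounds past the cut are filed as inactive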
#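 Assay system: parental CHO cells; Read-out basis: percent inhibition of ATP-evoked calcium rise, normalized to controls; Benchmarks: ATP and no-ATP DMSO wells; Compound dosing: single nominal dose of 5.6 µM per compound; Signal: Fluo-8 calcium dye fluorescence; Also added: ATP as calcium-mobilizing challenge; Repeats: singlicate.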
# TAAR1 antagonist: human TAAR1 antagonists, primary screen, Fluo-8 calcium fluorescence, CHO RD-HGA16 cells; Trace amine-associated receptor 1 (Homo sapiens), Q96RJ0; antagonist; inhibition, % at 3 µM; actives 1.5% (n = 360,000);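 active means inhibition above a per-plate cutoff, the mean inhibition of test compounds on that plate plus 3 SD, cut at about 49% in these data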;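 further: 0% = DMSO plus EC80 beta-PEA response and 100% = DMSO alone without agonist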
#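 Test system: RD-HGA16 CHO cells with stable hTAAR1 and Gα16 / Probe or stimulus: EC80 β-phenethylamine stimulus / Times: seeding 17-24 h prior, 75-min 37 °C, 30-min RT dye loading / Detection: Fluo-8 calcium-sensitive fluorescence / Read-out basis: % inhibition scaled between DMSO and EC80 PEA controls / Repeats: singlicate, one well per test compound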
# M1 antag: human M1 muscarinic receptor antagonists, primary screen, CHO-K1 cells, Fluo-8 calcium fluorescence, 1536-well. actives 1.3% (n = 360,000). inhibition, % at 3 µM. CHO-K1 hM1, ACh EC80 antagonist. Muscarinic acetylcholine receptor M1 (Homo sapiens), P11229;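 active means percent inhibition above its own plate's cutoff, namely the mean of that plate's compound wells plus 3 SD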;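 further: peak over basal fluorescence ratio during 140 s after agonist addition; 0% = ACh EC80 plus DMSO and 100% = DMSO alone without agonist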
# M1 PAM: human M1 muscarinic receptor positive allosteric modulators, primary screen, CHO-K1 cells, Fluo-8 calcium fluorescence, 1536-well. CHO-K1 hM1, ACh EC20; 0% = ACh EC20, 100% = maximal ACh. activation, % at 3 µM. actives 0.088% (n = 360,000). AID 588819, 2011; in the data active means activation above about 19%, passing the limit was not always enough
# M1 ag: human M1 muscarinic receptor agonists, primary screen, Fluo-8 calcium fluorescence, CHO-K1 cells, HTS; Muscarinic acetylcholine receptor M1 (Homo sapiens), P11229; CHO-K1 hM1, agonist mode; 0% DMSO, 100% acetylcholine EC100; activation, % at 3 µM; actives 0.33% (n = 360,000); AID 588814, 2011;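 active means activation above the run's mean compound activation plus 3 SD, cut at about 16% in these data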;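 further: peak over basal fluorescence ratio within a 140 s kinetic read after compound addition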
# OXTR potentiate: human OXTR potentiators, primary screen, fluorescence, CHO-OTR cells, Fluo-8 calcium | Oxytocin receptor (Homo sapiens), P30559 | actives 0.061% (n = 320,000) | activation, % at 3 µM | Fluo-8 calcium fluorescence, potentiator mode; 0% = oxytocin EC15, 100% = EC100;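 active means activation above that plate's cutoff, the mean activation of tested compounds plus 3 SD, cut at about 6.6% in these data, passing the limit was not always enough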;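 further: 100% uses oxytocin at 75 nM as the full agonist control; some results filed as inactive read as strong as hits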
#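 assay system = CHO-OTR cells, human receptor | schedule = compound 6 min at room temperature before oxytocin, 100 s read | detection = Fluo-8 intracellular calcium fluorescence, ex 470-495, em 515-575 nm | evaluation = normalized max/min fluorescence ratio, % activation | control set = EC15 oxytocin alone as 0%, 75 nM oxytocin (EC100) as 100%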
# TAAR1 agonist: human TAAR1 agonists, primary screen, Fluo-8 calcium fluorescence, CHO RD-HGA16 cells; Trace amine-associated receptor 1 (Homo sapiens), Q96RJ0; vehicle wells 0%, saturating PEA agonist 100%; activation, % at 3 µM; actives 0.99% (n = 360,000); AID 624467, 2012;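 active means activation above the mean activation of all test compounds in the run plus 3 SD, cut at about 38% in these data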
#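 Test system: RD-HGA16 (CHO) cells co-expressing Gα16 and hTAAR1 / Benchmarks: DMSO vehicle as 0%, PEA at EC100 as 100% / Repeats: no replicates (n 1) / Measure: % activation from peak over basal fluorescence ratio, DMSO-to-PEA scaled / Timing: 17-24 h plating, Fluo-8 75 min 37 °C, 30 min RT / Technique: kinetic Fluo-8 calcium fluorescence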
# V1R ag counter: agonists of human V1a receptor, primary screen, counter-screen for OXTR agonist project, fluorescence, CHO-V1R cells; Vasopressin V1a receptor (Homo sapiens), P37288; Fluo-8 calcium fluorescence, agonist mode; 0% DMSO, 100% 3 nM vasopressin; activation, % at 3 µM; actives 0.25% (n = 320,000);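 active means activation above the mean activation of all tested compounds plus 3 SD, per screening run, cut at about 20% in these data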;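 further: signal is peak over basal fluorescence ratio across a 100 second FLIPR read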
# Target sequence (P37288 whole entry, looked up): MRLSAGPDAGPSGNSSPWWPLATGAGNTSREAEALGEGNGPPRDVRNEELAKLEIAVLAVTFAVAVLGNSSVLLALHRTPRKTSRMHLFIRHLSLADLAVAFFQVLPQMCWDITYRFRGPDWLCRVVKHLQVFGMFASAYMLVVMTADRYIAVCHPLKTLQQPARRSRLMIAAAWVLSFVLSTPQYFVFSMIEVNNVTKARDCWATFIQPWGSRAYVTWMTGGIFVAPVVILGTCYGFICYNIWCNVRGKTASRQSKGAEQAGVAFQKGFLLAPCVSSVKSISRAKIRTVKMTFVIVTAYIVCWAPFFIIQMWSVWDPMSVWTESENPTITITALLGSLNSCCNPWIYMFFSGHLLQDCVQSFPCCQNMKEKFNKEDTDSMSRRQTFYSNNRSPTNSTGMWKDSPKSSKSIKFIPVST
# Starred values were filed as active, the others as inactive; . = no result given.
SMILES,OXTR agonist,CHO parental Ca,TAAR1 antagonist,M1 antag,M1 PAM,M1 ag,OXTR potentiate,TAAR1 agonist,V1R ag counter
CSc1ncccc1C(=O)OCC(=O)N(C)c1c(N)n(Cc2ccccc2)c(=O)[nH]c1=O,0.1,-12,-19,7,-3,-2,-5,1,0.5
Cc1cccc(N(CC(=O)N2CCc3ccccc3C2)S(C)(=O)=O)c1C,-0.2,-15,11,-4,0,-5,-3,1,1.3
Cn1nc(C(C)(C)C)c([N+](=O)[O-])c1C(=O)N1CCOCC1,0.4,8,-19,16,1,-2,-6,8,1.9
O=C(Nc1ccc2oc(-c3ccccc3)nc2c1)c1cc(-n2cnnc2)ccc1Cl,-0.9,-12,4,10,-4,-5,-9,10,0.9
CC(C)(C)c1ccc(C(=O)NNc2ncccc2-n2cccc2)cc1,-0.3,-20,7,-3,3,-5,2,7,-0.1
CCOC(=O)Cc1ccc(Nc2nc(NCc3ccccc3)nc3ccsc23)cc1,.,.,72*,26,-15,-2,.,2,.
O=C(CNc1ccc(Cl)cc1)c1ccc(Br)cc1,0.0,0,8,-7,4,-2,-7,-1,-1.1
CCn1cc([N+](=O)[O-])c(C(=O)N2N=C(c3ccccc3)CC2c2ccc([N+](=O)[O-])cc2)n1 (stereo not drawn),0.6,-17,-1,-14,3,-2,-2,4,1.4
CCOC(=O)COc1ccc2nsnc2c1,0.1,-4,-4,-5,-9,-2,2,1,1.1
Cc1ccn2c(=O)nc(SCC(=O)Nc3ccc4c(c3)OCO4)nc2c1,0.4,-5,-23,-9,9,-1,-10,2,0.7
CCN1CCN(C(=O)c2cc3c(s2)-c2ccccc2S(=O)(=O)C3)CC1,-0.9,-1,-9,5,-4,-10,-10,2,0.1
Cn1c2c(c(=O)n(C)c1=O)CN(Cc1ccco1)CN2,0.2,-12,-6,-8,4,-2,0,0,0.9

# Going on with the list.
SMILES,OXTR agonist,CHO parental Ca,TAAR1 antagonist,M1 antag,M1 PAM,M1 ag,OXTR potentiate,TAAR1 agonist,V1R ag counter
O=C1c2ccccc2C(=O)N1CCCN1C(=O)c2ccccc2C1=O,.,.,9,-7,1,-2,.,0,.
N/C(=N\OCc1ccc([N+](=O)[O-])cc1)c1ccncc1,1.0,-4,7,7,-6,-3,-2,-1,-0.1
Cn1cc(C(=O)Nc2ccc(F)c(F)c2)cn1,1.1,11,-9,-6,2,-2,-16,7,0.8
Cc1ccc2c(c1)C(SCC(=O)NCCc1ccccc1)CC1(CCCC1)O2 (stereo not drawn),-1.9,-17,-11,-18,7,-1,0,8,-1.3
Cc1c(C(=O)NCc2cccnc2)oc2c1C(=O)CC(C)(C)C2,-0.8,-1,8,-12,2,-2,-3,6,1.0
COc1cc(NCCCCCCN)c2ncccc2c1OC,.,.,1,-16,9,-4,.,1,.
COc1ccc(CN2CCN(C(=O)c3cccs3)CC2)c(OC)c1OC,0.7,-13,10,12,-1,0,-8,2,-0.3
CCCCNC(=S)NCC(c1ccccc1)c1c[nH]c2ccccc12 (stereo not drawn),-0.2,-19,31,1,-1,-10,-7,2,1.7
C=CCN(C)NC(=O)Nc1ccccc1,0.9,-9,-15,-10,8,-6,-10,9,1.1
CCSc1nnc(NC(=O)CSc2sc3c(O)cc(=O)[nH]c3c2C#N)s1,-0.2,4,-15,-2,5,0,-1,2,0.0
N#Cc1c(N(CCO)CCO)nc(N)c2c(N)nc3c(c12)CC(=O)N3Cc1cccs1,0.1,-10,.,1,2,-6,-1,.,0.1
CS(=O)(=O)Cc1ccc(C(=O)N2CCN(C(=O)c3cccs3)CC2)cc1,1.2,6,7,-2,2,-5,-3,4,1.0

# Following part.
SMILES,OXTR agonist,CHO parental Ca,TAAR1 antagonist,M1 antag,M1 PAM,M1 ag,OXTR potentiate,TAAR1 agonist,V1R ag counter
CCOc1ccc(CCNC(=O)Cn2c(=O)oc3ccccc32)cc1OCC,0.3,-7,.,-5,2,-3,0,.,-0.7
CCOC(=O)c1sc2nc(CSc3ccccc3)nc(N3CCCN(C)CC3)c2c1C,17,-18,-13,-2,8,2,-8,38*,7.4
CCN(CC)CCN1c2ccccc2Sc2ccccc21,2.5,-15,5,100*,-24,-5,-7,4,9.6
C[C@H](NC(=O)c1nc[nH]c1C(=O)N1CCN(c2ccccc2)CC1)C(=O)OC(C)(C)C,-0.6,-16,0,-11,10,8,3,2,0.0
CCOC(=O)C1=C(N)Oc2cc(C)n(CCc3ccc(OC)c(OC)c3)c(=O)c2C1c1cccnc1 (stereo not drawn),-1.9,-25,33,6,-10,-2,-4,4,-1.2
Cc1cccc(C)c1OCCCn1ccnc1,0.4,-4,11,-10,4,-6,-4,-1,2.8
Cc1cc(=O)oc2cc(Nc3ccccc3)ccc12,-3.1,-20,0,1,-1,-8,-7,-1,-1.9
COc1cccc2cc(C(=O)OCc3ccccc3)c(=O)oc12,-1.0,-5,-11,-11,6,-2,-18,0,-0.9
COc1ccc(C(=O)Nc2nnc(SCC(=O)NC3CC3)s2)cc1,2.1,10,27,6,0,-2,1,2,3.9
CN1CCN(C(=O)c2ccc(N(Cc3ccccc3Cl)S(C)(=O)=O)cc2)CC1,0.8,-14,6,-16,2,-8,-5,3,0.2
CCc1cc(=O)oc2c(C)c(OCC(=O)N3CCC(C(=O)O)CC3)ccc12,0.9,12,-13,9,-8,-2,-2,1,-0.3
N#C/C(=C\c1cccs1)C(=O)c1ccccc1,-0.5,-2,5,-12,10,0,8,25,5.0

# (more compounds)
SMILES,OXTR agonist,CHO parental Ca,TAAR1 antagonist,M1 antag,M1 PAM,M1 ag,OXTR potentiate,TAAR1 agonist,V1R ag counter
CCc1cc(Cn2nc(-c3ccccc3C)cc2C(=O)O)on1,0.2,-9,3,3,-2,-3,-1,9,0.4
COc1cc(C(=O)NCC(c2cccnc2)N2CCN(c3ccccc3)CC2)cc(OC)c1OC (stereo not drawn),-0.7,-15,-8,-11,10,-2,-4,1,4.0
Cc1ccc(OS(=O)(=O)c2ccc(-c3csc(C)n3)s2)c(C)c1,2.7,-29,21,7,-5,-4,-10,7,3.8
CC(C)CNC(=O)COC(=O)CNC(=O)c1cc(Cl)cc([N+](=O)[O-])c1,-1.1,-9,-14,-6,6,-4,-7,7,-0.4
CCOCC(=O)Nc1nnc(Cc2ccc(OC)c(OC)c2)s1,-1.0,1,-7,3,12,2,-14,0,0.0
COc1ccc(S(=O)(=O)N=Nc2c(O)[nH]c3ccccc23)cc1,0.1,10,4,-19,14,-5,-10,5,-0.5
CN(Cc1nc2ccccc2c(=O)[nH]1)Cc1nc2ccsc2c(=O)[nH]1,0.4,-13,2,-1,6,-10,-3,1,0.5
CN(C)CCN(Cc1ccco1)c1ccccn1,.,.,-13,5,-3,-7,.,11,.
O=C(NCc1ccccc1F)Nc1nnc([C@@H]2C[C@H](O)[C@@H](CO)O2)s1,.,.,-15,-10,7,0,.,2,.
COc1ccc(COC(=O)CN2C(=O)NC3(CCCC3)C2=O)cc1F,0.3,7,-9,-11,11,-1,4,1,0.9
CC(/C=C/c1ccccc1)=N\NC(=O)c1cc(C)nc2ccccc12,-1.2,-29,-17,-3,1,-5,-3,2,-0.2
Cc1c(C(=O)N2CCN(C(=O)c3ccco3)CC2)oc2c(Cl)cccc12,-1.6,-35,12,4,-1,-5,-2,3,0.5

# Next part:
SMILES,OXTR agonist,CHO parental Ca,TAAR1 antagonist,M1 antag,M1 PAM,M1 ag,OXTR potentiate,TAAR1 agonist,V1R ag counter
Cc1ccc(OCC(=O)n2nc(C)cc2C)c(C)c1,-1.0,-4,9,-29,5,-4,1,17,-1.4
CN1CCCCc2c1[nH]c1ccccc1c2=O,1.2,2,6,-1,-7,-5,-3,8,0.6
Cc1c(C#N)c(NC(=O)CCl)n(Cc2ccc(F)cc2)c1C,0.8,-2,30,-11,10,-5,-5,1,1.4
CCc1ccc(NC(=O)CC2C(=O)NCCN2C(=S)Nc2ccccc2)cc1 (stereo not drawn),0.4,4,-7,-9,7,-8,1,5,0.0
CC(=O)Nc1ccc(OCC(=O)NC(C)c2ccc(F)cc2)cc1 (stereo not drawn),0.4,-6,8,4,4,-4,1,8,1.4

# Source: PubChem

# Compounds as they come. Share with any hit: about 3.7%.
